ADAM10 inh: human ADAM10 inhibitors, primary screen, biochemical, QFRET, HTS. Disintegrin and metalloproteinase domain-containing protein 10 (Homo sapiens), O14672. recombinant ADAM10, EDANS/DABCYL FRET peptide cleavage, 3 h. inhibition, % at 7 µM. hit rate 0.62% among 370,000;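 active = inhibition above a per-campaign cutoff equal to the mean of compounds falling between control-based bounds plus 3 SD, cut at about 20% in these data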;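 note: 0% = DMSO wells while the 100% control is not disclosed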
Target sequence (O14672 214-748 limits assumed): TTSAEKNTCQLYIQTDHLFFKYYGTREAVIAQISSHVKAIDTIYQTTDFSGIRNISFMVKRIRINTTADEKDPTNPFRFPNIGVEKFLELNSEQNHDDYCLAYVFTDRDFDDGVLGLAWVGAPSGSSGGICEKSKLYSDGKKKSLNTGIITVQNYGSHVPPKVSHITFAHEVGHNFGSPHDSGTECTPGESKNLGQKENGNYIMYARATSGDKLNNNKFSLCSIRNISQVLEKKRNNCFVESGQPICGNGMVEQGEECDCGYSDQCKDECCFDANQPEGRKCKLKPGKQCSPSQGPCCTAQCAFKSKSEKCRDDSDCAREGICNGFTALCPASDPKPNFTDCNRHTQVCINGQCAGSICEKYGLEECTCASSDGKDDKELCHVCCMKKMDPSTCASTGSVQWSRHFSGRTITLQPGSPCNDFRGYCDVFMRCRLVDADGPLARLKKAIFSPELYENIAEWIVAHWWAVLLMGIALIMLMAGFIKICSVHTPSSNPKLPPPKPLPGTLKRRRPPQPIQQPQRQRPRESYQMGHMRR
Tn6 DDE FP: inhibitors of Tn6 peptide binding to fibrin DD(E), primary screen, biochemical, fluorescence polarization, human fibrin, Tn6 probe; inhibition, % at 8.3 µM; hit rate 0.21% among 370,000; Fibrin DD(E) TRITC-Tn6 fluorescence polarization displacement;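 active = inhibition above a per-campaign cutoff: mean of compounds within control limits plus 3 SD, cut at about 15% in these data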;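 note: 0% = median of all compound wells on the plate and 100% = blocking peptide control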
proKLK7 act: proKLK7 zymogen activators, primary screen, biochemical, fluorescence intensity; activation, % at 7 µM; hit rate 0.9% among 370,000; purified proKLK7, EDANS-DABCYL substrate fluorescence; 100% is mature enzyme control, 0% vehicle; AID 652039, 2013;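 active = activation above the mean of all tested compounds plus 3 SD, computed per campaign excluding outliers beyond control limits, cut at about 13% in these data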
Target sequence (P49862 whole entry, looked up): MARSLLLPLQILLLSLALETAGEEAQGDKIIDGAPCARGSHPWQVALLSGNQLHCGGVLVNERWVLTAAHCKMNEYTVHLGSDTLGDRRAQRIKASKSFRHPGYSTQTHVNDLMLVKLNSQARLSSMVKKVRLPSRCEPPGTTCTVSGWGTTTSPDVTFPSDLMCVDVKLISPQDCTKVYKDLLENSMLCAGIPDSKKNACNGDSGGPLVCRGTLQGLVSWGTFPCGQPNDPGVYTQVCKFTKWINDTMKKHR
NPR1 activator: GC-A stimulated cGMP production enhancers – HEK293 GC-A cells, cGMP TR-FRET, EC30 ANP, primary screen; hit rate 0.14% among 370,000; 0% at EC30 ANP, 100% saturating ANP; activation, % at 10 µM; Atrial natriuretic peptide receptor 1 (Homo sapiens), P16066; in the data active = activation above about 40%
GAA850 FXN act: FXN promoter activators, primary screen, cell-based, luciferase luminescence, HEK293 lucGAA850 | hit rate 0.56% among 360,000 | AID 540364, 2011 | HEK293 lucGAA850 FXN promoter luciferase reporter, 24 h; percent of 10 µM SAHA response | activation, % at 6 µM;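 active = activation above the average of all compounds screened plus 3 SD, cutoff fixed separately per campaign, cut at about 7.5% in these data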;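 note: 0% = DMSO wells and 100% = 10 µM SAHA wells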
GC-B act: human GC-B receptor activators, primary screen, HEK293 GC-B cells, cGMP TR-FRET, EC30 CNP | 0% at EC30 CNP, 100% saturating CNP | activation, % at 10 µM | hit rate 0.11% among 370,000 | AID 1920062, 2024 | Atrial natriuretic peptide receptor 2 (Homo sapiens), P20594;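 active = activation at 10 µM reaching about 35% in either raw or pattern-adjusted values, limit read from the data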
rCAG RNA binder: binders of r(CAG) RNA repeats, primary screen, biochemical, fluorescence | r(CAG) RNA repeat, TO-PRO-1 dye displacement fluorescence | inhibition, % at 3 µM | hit rate 1.3% among 370,000;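 active = inhibition above the plate cutoff, the mean of all test compounds on that plate plus 3 SD, cut at about 35% in these data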;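 note: 0% = DMSO alone and 100% = 100 µM mitoxantrone as full dye displacement; higher means more dye released from RNA so lower well fluorescence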
ASAP1 GAP inh: inhibitors of human ASAP1 ArfGAP activity, primary screen, biochemical, fluorescence polarization; hit rate 0.19% among 360,000; Arf-GAP with SH3 domain, ANK repeat and PH domain-containing protein 1 (Homo sapiens), …; inhibition, % at 16.5 µM; ASAP1-stimulated ARF1 GTP hydrolysis, GDP FP detection; in the data active = inhibition above about 25%;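 note: 0% = vehicle with enzyme and substrate and 100% = no enzyme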
ARFGAP1 inh: inhibitors of rat ARFGAP1 GAP activity, primary screen, biochemical, fluorescence polarization, GDP tracer | Arfgap1-stimulated ARF1 GTP hydrolysis, GDP FP detection | inhibition, % at 16.5 µM | hit rate 0.26% among 360,000;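 active = inhibition above a per-plate limit, mean inhibition of low control wells plus 3 SD, cut at about 25% in these data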;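 note: 0% = DMSO wells with enzyme and 100% = wells lacking Arfgap1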
Target sequence (Q62848 1-136 limits assumed): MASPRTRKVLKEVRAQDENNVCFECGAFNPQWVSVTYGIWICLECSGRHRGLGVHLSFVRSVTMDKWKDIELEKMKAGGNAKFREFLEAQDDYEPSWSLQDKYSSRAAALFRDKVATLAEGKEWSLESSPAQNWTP
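Material – truncated rat Arfgap1 GAP domain · Buffer or medium – HEPES-based buffer, pH 7.5 · Reagent – human ARF1(Δ1-17)-GTP substrate · Dosing – 16.5 µM single point, 1.26% DMSO · Schedule – GTP hydrolysis reaction 2 h at 25 °C · Technique – GDP detection by fluorescence polarization · Benchmarks – No-Arfgap1 wells (100%) versus DMSO full-reaction wells (0%) · Repeats – single replicate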
sPLA2-III inh: human group III sPLA2 inhibitors, primary screen, biochemical, QFRET, BODIPY PC-A2 liposome substrate. QFRET BODIPY PC-A2 liposome hydrolysis, fluorescence. AID 743126, 2013. Group 3 secretory phospholipase A2 (Homo sapiens), Q9NZ20. inhibition, % at 12.2 µM. hit rate 0.56% among 370,000;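 active = inhibition above mean plus 3 SD of compounds lying within the high and low control bounds, cut at about 19% in these data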;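 note: 0% = median of test compound wells and 100% = no enzyme DMSO wells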
* hit, by the source's call; i = inactive; . = not tested or not shown.

1	Cc1ccc(/C=C/C(=O)N2CC(C)CC(C)C2)o1 (stereo not drawn)
2	COc1ccc(C)cc1NC(=O)c1ccc(CN2CCc3ccccc3C2)cc1
3	COC(CNC(=O)c1c[nH]c2ccc(S(=O)(=O)N3CCC4(CC3)OCCO4)cc2c1=O)OC
4	CC(=O)Nc1ccc(C(=O)COC(=O)C2CC3CCCC(C2)C3=O)cc1 (stereo not drawn)
5	O=C(Nc1ccc(Cl)cc1)c1csc(Cc2ccccc2)n1
6	CCOC(=O)C1CCCN(CCSc2ccc(C)cc2)C1 (stereo not drawn)
7	CCc1ccccc1NC(=O)CCNS(=O)(=O)c1cc(Br)cnc1N
8	Cc1ccc(NC(=O)c2ccc(S(=O)(=O)N3CCCCC3)cc2)cc1

screen / no.,1,2,3,4,5,6,7,8
ADAM10 inh,5,2,-111,-5,-1,5,-34,6
Tn6 DDE FP,3,0,3,-1,-5,6,-1,1
proKLK7 act,0.9,-0.1,-12,-1.0,0.1,0.6,0.8,-0.1
NPR1 activator,13,3,7,3,3,-1,1,-1
GAA850 FXN act,5.5,-0.2,-1.3,-0.3,1.5,0.6,-0.3,-0.9
GC-B act,13,-3,-1,2,1,4,-3,7
rCAG RNA binder,3,-5,4,7,3,-11,-1,4
ASAP1 GAP inh,-14,-5,4,-4,-8,-10,-7,-7
ARFGAP1 inh,-3,-5,-3,-1,9,-7,-1,1
sPLA2-III inh,4,0,6,3,-3,-2,-11,-5

9	O=C(C1CCCN(CCCc2ccccc2)C1)N1CCCCCC1 (stereo not drawn)
10	CC1=C(C(=O)N(C)C)CC(CC(=O)NCc2ccco2)C(=O)N1Cc1ccccc1 (stereo not drawn)
11	O=C(Nc1cccc2c1CCCC2)c1ccc(Cl)c([N+](=O)[O-])c1
12	O=C(Cc1ccccc1)Nc1nnc(SCC(=O)NC2CCCC2)s1
13	Cc1noc(C(=O)NCc2ccco2)c1Cl
14	O=C(C[n+]1cn(C(F)F)c2ccccc21)c1ccc(Br)cc1
15	Cc1cc(Cl)ccc1Oc1nc(-c2ccc(F)cc2)ccc1C#N
16	CCS(=O)(=O)c1ccc(-c2cccc(NC(=O)c3ccco3)c2)nn1

screen / no.,9,10,11,12,13,14,15,16
ADAM10 inh,-2,-26,0,-9,6,-1,-2,0
Tn6 DDE FP,2,2,8,-7,-3,-1,-9,13
proKLK7 act,-0.8,-0.2,0.6,-0.8,-0.1,0.9,-0.1,-0.2
NPR1 activator,0,-2,17,-5,-1,-3,-1,1
GAA850 FXN act,0.2,1.0,-2.4,-1.1,0.4,-1.0,-3.5,1.9
GC-B act,-1,-4,2,8,-2,0,-4,-1
rCAG RNA binder,-5,2,1,-1,3,1,0,0
ASAP1 GAP inh,-7,4,2,9,6,-4,1,-2
ARFGAP1 inh,9,3,-4,-10,-14,-4,12,-6
sPLA2-III inh,1,12,4,8,6,-13,2,8

17	COc1ccccc1CCC(=O)NNC(=O)Cn1nc(C)cc1C
18	O=C(c1ccc(CS(=O)c2cccc(Cl)c2)o1)N1CCN(c2ccccn2)CC1 (stereo not drawn)
19	CCn1c(C)cc2c(c1=O)C(c1ccncc1)C(C#N)=C(N)O2 (stereo not drawn)
20	CSC(SC)=C(C(C)=O)C(=O)c1ccc(C)cc1
21	S=C(NCc1ccco1)N1CCN(c2ccccc2Cl)CC1
22	CC(C)(C)S(=O)N1Cc2cc(C(=O)NCc3ccc4c(c3)OCO4)nc(-c3cccc(-c4ccccc4)c3)c2[C@@H]1CCO (stereo partly drawn)
23	CC(=O)Nc1ccc(-c2ccnc3c2CC(C)(C(=O)NCc2cccc(Cl)c2)O3)cc1 (stereo not drawn)
24	COc1ccccc1C(=O)COC(=O)c1cccs1

screen / no.,17,18,19,20,21,22,23,24
ADAM10 inh,1,4,-19,6,-4,26*,3,-14
Tn6 DDE FP,-4,-6,-2,10,-2,-6,5,9
proKLK7 act,0.4,0.2,-0.8,0.2,0.1,-0.6,0.2,-0.3
NPR1 activator,3,-7,-3,0,-2,6,-5,1
GAA850 FXN act,0.8,-2.0,0.2,1.3,0.6,.,-4.5,2.9
GC-B act,4,0,7,-2,0,11,-4,3
rCAG RNA binder,1,1,-3,0,0,12,1,2
ASAP1 GAP inh,9,-3,-5,-7,4,0,-10,11
ARFGAP1 inh,-1,2,-13,-5,-2,-5,7,0
sPLA2-III inh,-4,2,5,-8,8,-21,-7,-2

Ordered by formula weight (smallest number first): part of the list above.
20	CSC(SC)=C(C(C)=O)C(=O)c1ccc(C)cc1
17	COc1ccccc1CCC(=O)NNC(=O)Cn1nc(C)cc1C
21	S=C(NCc1ccco1)N1CCN(c2ccccc2Cl)CC1

screen / no.,20,17,21
ADAM10 inh,6,1,-4
Tn6 DDE FP,10,-4,-2
proKLK7 act,0.2,0.4,0.1
NPR1 activator,0,3,-2
GAA850 FXN act,1.3,0.8,0.6
GC-B act,-2,4,0
rCAG RNA binder,0,1,0
ASAP1 GAP inh,-7,9,4
ARFGAP1 inh,-5,-1,-2
sPLA2-III inh,-8,-4,8

(cont.)
25	Cc1sc2ncnc(OCC(=O)N3CC(=O)Nc4ccccc43)c2c1C
26	COc1cc2cccc(OC)c(=O)c2c(O)c1OC
27	CC(=O)c1sc(NC(=O)c2ccc3c(c2)OCO3)nc1C
28	COc1cccc(NC(=O)Nc2nnc(CC(=O)Nc3ccccc3)s2)c1
29	C[C@@H]1ON(C)[C@H]2C[C@H]3c4[nH]c5c(-c6ccccc6)cccc5c4CCN3C(=O)[C@@H]12
30	O=C(NCc1ccc2c(c1)OCO2)c1cccnc1Cl
31	CCOC(=O)CCN
32	CC(=O)NC(C)(c1ccccc1)c1nc(-c2ccncc2)cs1 (stereo not drawn)

screen / no.,25,26,27,28,29,30,31,32
ADAM10 inh,-1,1,-2,10,i,-14,-11,-9
Tn6 DDE FP,-4,-2,-2,5,8,0,-8,-4
proKLK7 act,-0.1,0.1,-1.2,0.2,-31,-0.2,0.1,0.2
NPR1 activator,2,-4,-3,-4,-1,7,0,-1
GAA850 FXN act,0.2,3.6,3.9,-2.4,.,0.2,1.5,3.9
GC-B act,-5,-4,-5,0,-2,1,0,2
rCAG RNA binder,3,-4,1,43*,5,1,11,2
ASAP1 GAP inh,7,-9,-3,-7,-8,5,9,-3
ARFGAP1 inh,4,-4,5,12,-1,-8,3,0
sPLA2-III inh,-2,12,-1,-79,-8,1,12,-1

33	CCC1CCCCN1C(=O)COc1cccc2c1CCN(C)C2=O (stereo not drawn)
34	COC(=O)[C@]12C[C@H](CC(=O)N3CCCCC3)C(=O)N(CCc3ccc(OC)c(OC)c3)C1=C[C@H](C(C)(C)C)O[C@@H]2C
35	Cc1ccc(Cn2cc(CN3CC(N4CCCC4)CS3(=O)=O)nn2)cc1 (stereo not drawn)
36	CCCN1C(=O)/C(=C/C=C2\N(CC)c3ccccc3C2(C)C)SC1=S
37	Cc1ccccc1CCNC(=O)Cn1ccc2cc(S(=O)(=O)N3CCCC3)ccc21
38	C[C@H]1COC(=O)CCCC/C=C\C[C@H](CC(=O)N(CCO)Cc2ccccc2)C(=O)N1
39	CCN(CC)c1ccc(/C=N/NC(=O)Cc2cccs2)c(O)c1
40	Cc1cc(C)n(-c2ccc(C(=O)OCC(=O)Nc3ccc(Cl)cc3[N+](=O)[O-])cc2)n1

screen / no.,33,34,35,36,37,38,39,40
ADAM10 inh,-4,-5,-8,5,9,3,-46,-5
Tn6 DDE FP,12,2,14,-6,-5,1,2,-3
proKLK7 act,0.2,-0.3,0.3,0.2,0.2,0.7,-5.5,-0.3
NPR1 activator,0,-4,-1,3,2,1,0,-2
GAA850 FXN act,0.6,.,.,-0.9,-0.4,-0.5,1.7,2.4
GC-B act,0,-6,0,4,1,-2,8,-1
rCAG RNA binder,0,0,3,-4,5,-7,6,1
ASAP1 GAP inh,8,.,-4,0,-2,0,2,-3
ARFGAP1 inh,-8,.,3,-4,-8,0,4,-4
sPLA2-III inh,-4,-3,6,1,-15,8,0,4

One compound at a time, as listed above. Values in the order: ADAM10 inh | Tn6 DDE FP | proKLK7 act | NPR1 activator | GAA850 FXN act | GC-B act | rCAG RNA binder | ASAP1 GAP inh | ARFGAP1 inh | sPLA2-III inh
`Cc1ccc(Cn2cc(CN3CC(N4CCCC4)CS3(=O)=O)nn2)cc1` (stereo not drawn) is listed as -8 | 14 | 0.3 | -1 | . | 0 | 3 | -4 | 3 | 6
`COC(=O)[C@]12C[C@H](CC(=O)N3CCCCC3)C(=O)N(CCc3ccc(OC)c(OC)c3)C1=C[C@H](C(C)(C)C)O[C@@H]2C` is listed as -5 | 2 | -0.3 | -4 | . | -6 | 0 | . | . | -3

Later entries:
41	Cn1c(-c2sc3cc(C(F)(F)F)cnc3c2-c2cccs2)n[nH]c1=S
42	C[C@@H](NC(=O)c1nc[nH]c1C(=O)N[C@@H](CCCCNC(=O)OC(C)(C)C)C(=O)OC(C)(C)C)c1ccccc1
43	CCOCC(=O)Nc1ccc(S(=O)(=O)N2CCC(c3nc4ccccc4[nH]3)CC2)cc1
44	CCN(CC)S(=O)(=O)c1ccc(/C=C/C(=O)Nc2ccccc2N2CCOCC2)cc1
45	OC1(c2ccccc2)CC(c2ccccc2)c2ccccc2O1 (stereo not drawn)
46	Cc1cnc(C(=O)OCC(=O)c2ccc(-c3ccccc3)cc2)cn1
47	N=c1oc2ccccc2cc1C(=O)NCc1ccccc1
48	Cc1cc(C)cc(OCC(=O)Nc2cccc(-c3nc4ncccc4o3)c2)c1
49	CCOC(=O)c1ccccc1NC(=O)COC(=O)CCC(=O)c1ccccc1
50	Cc1ccc(OC(C)C(=O)N2CCCc3ccccc32)cc1 (stereo not drawn)

screen / no.,41,42,43,44,45,46,47,48,49,50
ADAM10 inh,-50,43*,-8,12,14,0,-94,-5,10,13
Tn6 DDE FP,5,-9,3,-6,1,-2,-8,-3,7,-3
proKLK7 act,8.8,-0.1,0.0,0.6,-0.1,-0.6,-0.5,-0.4,1.1,-0.6
NPR1 activator,-6,1,-1,-1,-15,-1,-2,20,-2,-4
GAA850 FXN act,0.8,-2.7,-0.9,0.6,-0.1,1.9,-0.6,-0.5,1.3,0.0
GC-B act,-6,11,0,-6,-10,-4,1,7,1,-4
rCAG RNA binder,21,0,-2,-1,3,0,-1,2,-5,-3
ASAP1 GAP inh,4,-4,-11,5,2,-1,3,9,-4,2
ARFGAP1 inh,-2,-3,0,15,-16,4,-3,7,-2,-2
sPLA2-III inh,17,4,-9,-3,-17,-5,6,-4,-7,-2
